Assay outcomes from PubChem.
NOD2 RIPK2 PPI – inhibitors of human NOD2-RIPK2 interaction | O43353 | CHO BLA complementation NOD2-RIPK2, CCF4 ratio | inhibition, % at 4.98 µM | 360,000 tested, 0.38% active | AID 624267; in the data active = inhibition above about 21%;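 note: 0% = vehicle only and 100% = reference blocker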
MC4R antagonist – blocks human MC4R cAMP signaling; MC4R-expressing cells, MTII-stimulated cAMP, LANCE TR-FRET; inhibition, % at 6.5 µM; 360,000 tested, 0.48% active; AID 540295;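 active = inhibition above its plate's cutoff, the mean of tested wells on that plate plus 3 SD, cut at about 29% in these data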;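 note: 0% = Melanotan II alone and 100% = Melanotan II plus saturating MCL0020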
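Test system: U2OS cells stably expressing human melanocortin 4 receptor (MC4R); also added: Melanotan II challenge; compound: 6.5 µM single dose; timing: 30-min compound preincubation, 1-h Melanotan II challenge, 1-h detection, room temperature; signal: Eu-cAMP/anti-cAMP TR-FRET, emission 671 nm; repeats: one well per compound, no replicates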
TLR9-MyD88 block – TLR9-MyD88 interaction inhibition. inhibition, % at 4.98 µM. Q9NR96+Q99836. 340,000 tested, 0.21% active. CHO BLA complementation TLR9-MyD88, CCF4 FRET ratio;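 active = inhibition above the mean over all tested compounds plus 3 SD, cut at about 21% in these data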;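 note: 0% = DMSO only wells and 100% = clavulanate BLA inhibitor control wells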
Vif inh – HIV Vif inhibition. inhibition, % at 7.49 µM. HEK293T cells, Vif self-association by quenched fluorescence, imaging, 24 h. 340,000 tested, 0.35% active; in the data active = inhibition above about 50%, passing the limit was not always enough; note: some results filed as inactive read as strong as hits
ABHD5 PLIN5 PPI – inhibitors of human ABHD5-perilipin-5 interaction. Q00G26+Q8WTS1. Split G. princeps luciferase complementation, luminescence, 4 h. inhibition, % at 4 µM. 360,000 tested, 0.78% active;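 active = inhibition above the mean inhibition across every tested compound plus 3 SD, cut at about 22% in these data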;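 note: 0% = DMSO only wells and the 100% control is not disclosed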
MC4R barr agon – human MC4R agonism via beta-arrestin. U2OS MC4R beta-arrestin complementation, luminescence; percent of melanotan II response, DMSO zero. activation, % at 8.9 µM. AID 540308. P32245. 360,000 tested, 0.98% active;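 active = activation above a per-plate cutoff, the mean activation of sample wells on that plate plus 3 SD, cut at about 8% in these data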
Granule exo inh – blocks lytic granule exocytosis. TALL-104 LAMP-1 surface exposure, flow cytometry; cells stimulated with thapsigargin and PMA. inhibition, % at 10 µM. 360,000 tested, 0.66% active;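 active = inhibition above about 55%, limit read from the data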
ABCB6 inh MLPCN – human ABCB6 transporter inhibition; fluorescence ratio to DMSO, % at 10 µM; K562-ABCB6 porphyrin accumulation, flow cytometry, 1 h; active compounds read low; Q9NP58; AID 602162; 360,000 tested, 0.19% active;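 active = fluorescence ratio to DMSO below 75%, the collection mean minus 3 SD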;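 note: signal is porphyrin accumulated inside mitochondria; 100% equals median channel fluorescence of DMSO control wells; lower ratio means ABCB6 inhibition with less porphyrin fluorescence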
Target sequence (Q9NP58 whole entry, looked up): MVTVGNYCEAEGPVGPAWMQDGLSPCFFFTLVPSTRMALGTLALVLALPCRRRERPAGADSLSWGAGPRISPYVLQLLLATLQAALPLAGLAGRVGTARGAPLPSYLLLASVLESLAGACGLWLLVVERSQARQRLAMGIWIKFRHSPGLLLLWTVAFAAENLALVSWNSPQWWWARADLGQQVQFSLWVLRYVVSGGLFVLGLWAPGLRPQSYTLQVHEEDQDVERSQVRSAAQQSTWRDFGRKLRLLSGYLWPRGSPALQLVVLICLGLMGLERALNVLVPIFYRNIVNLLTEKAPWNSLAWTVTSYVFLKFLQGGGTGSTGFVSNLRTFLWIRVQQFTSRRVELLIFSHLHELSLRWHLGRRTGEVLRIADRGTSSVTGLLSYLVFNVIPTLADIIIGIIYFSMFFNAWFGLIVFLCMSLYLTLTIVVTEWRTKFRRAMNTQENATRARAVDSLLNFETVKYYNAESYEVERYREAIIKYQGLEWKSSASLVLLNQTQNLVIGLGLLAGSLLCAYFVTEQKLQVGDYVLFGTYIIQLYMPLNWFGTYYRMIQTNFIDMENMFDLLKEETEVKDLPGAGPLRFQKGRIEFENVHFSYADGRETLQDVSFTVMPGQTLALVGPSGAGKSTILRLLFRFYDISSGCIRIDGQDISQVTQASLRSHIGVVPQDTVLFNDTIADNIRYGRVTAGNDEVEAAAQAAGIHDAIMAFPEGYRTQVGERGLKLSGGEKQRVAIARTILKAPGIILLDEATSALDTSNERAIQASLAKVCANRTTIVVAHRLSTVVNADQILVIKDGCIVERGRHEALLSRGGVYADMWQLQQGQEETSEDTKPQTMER
aDG glyco act – increases alpha dystroglycan glycosylation | Pro5-aDG cells, alpha-DG glycosylation AlphaScreen (IIH6); 0% Pro5, 100% B10-LARGE cell signal | activation, % at 10 µM | 360,000 tested, 0.22% active;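 active = activation of at least 8% versus controls, or a plate z-score of at least 8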;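 note: Pro5 are CHO cells carrying HIG-tagged alpha-DG that lacks glycosylation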
N-glyco inh – N-linked glycosylation inhibition; D54 ERlucT glycosylation luciferase reporter, 24 h; percent of 100 nM tunicamycin response; reporter increase, % at 12.5 µM; 360,000 tested, 0.23% active; AID 588692;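 active = mean luciferase reporter signal, scaled so untreated is 0 and the glycosylation-blocking control 100, at or above a set limit in every replicate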;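 note: luciferase carries N-glycosylation sites so blocking glycosylation raises the light; 0% = median of neutral control wells and 100% = median of 100 nM tunicamycin wells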
The depositor's hits bear a star; · = no result given.

SMILES | NOD2 RIPK2 PPI | MC4R antagonist | TLR9-MyD88 block | Vif inh | ABHD5 PLIN5 PPI | MC4R barr agon | Granule exo inh | ABCB6 inh MLPCN | aDG glyco act | N-glyco inh
COc1ccc(-c2onc(C)c2-c2cnn(-c3ccccc3)c2)c(O)c1C | 5.9 | 2.3 | -2.3 | 6.2 | -3.9 | -1.3 | 0.3 | 103.0 | 0.1 | 0.0
CCOC(=O)[C@@H]1[C@H]2COc3cc(OC)ccc3[C@@H]2N2C(=O)N(c3cccc(C)c3)C(=O)[C@@]12C | -11.3 | 17.2 | -1.8 | -1.4 | 0.8 | 0.6 | 3.5 | 87.0 | -0.2 | 1.1
Cc1onc(-c2ccc3c(c2)OCO3)c1-c1ccc2[nH]ccc2c1 | -3.6 | 6.5 | -10.5 | -2.9 | -12.3 | 1.0 | -2.7 | 99.0 | -0.2 | 5.9
Cc1ccc(S[C@@H](CCN2CC[C@H](NC(=O)OCc3ccccc3)CCC2=O)c2ccccc2)cc1 | 5.1 | 21.3 | -8.9 | -7.7 | -5.3 | 2.5 | -1.7 | 97.0 | 0.1 | -0.7
Nc1ccccc1N=Nc1ccccc1N | -6.0 | -7.0 | -0.6 | 2.9 | 1.8 | -2.4 | -4.4 | 100.0 | 0.3 | -2.6
Cc1cc(=O)[nH]c(SCC(=O)Nc2ccc(C)c(S(=O)(=O)N3CCCCC3)c2)n1 | -14.3 | 4.7 | -8.0 | 4.6 | -0.9 | -0.6 | -6.1 | 90.0 | -0.1 | 1.9
C=CCn1c(SC(C)C(=O)NCc2ccc3c(c2)OCO3)nc2scc(-c3ccccc3)c2c1=O (configuration not stated) | -11.2 | 3.5 | 9.9 | -6.3 | 2.0 | -0.8 | 51.1 | 105.0 | 0.0 | -3.9
CC1(c2ccccc2)NC(=O)N(CC(=O)N2CCN(S(=O)(=O)c3cccc(C(F)(F)F)c3)CC2)C1=O (configuration not stated) | -2.0 | 6.6 | 4.0 | 34.5 | -1.9 | -0.3 | -2.0 | 104.0 | -0.3 | 5.0
CC(C)c1nnc(SCC(=O)N2CCc3ccccc32)n1C | 9.3 | 6.3 | 0.0 | -1.3 | -0.1 | -1.3 | -1.8 | 101.0 | -0.1 | 2.1
COc1cccc(N2C(=O)CC(N3CCN(S(=O)(=O)c4ccccc4)CC3)C2=O)c1 (configuration not stated) | -7.9 | 3.4 | -18.2 | 4.8 | -3.8 | -0.3 | 2.7 | 102.0 | -0.1 | -0.5
O=C(COc1cccc2c1CCN(Cc1ccccc1)C2=O)N1CCCCC1 | -3.5 | 11.5 | -4.5 | 2.5 | -1.3 | 0.7 | 1.1 | 95.0 | 0.4 | -1.8
Cc1cc(NN)nc(Cc2ccccc2)n1 | 9.3 | 10.9 | -14.7 | 14.0 | -5.5 | -0.7 | 15.4 | 99.0 | 1.4 | 0.1
CCOC(=O)CC(=O)CSCC(=O)Nc1ccc(C)cc1 | -6.6 | -4.2 | 5.3 | 3.1 | -1.3 | 1.9 | 3.9 | 99.0 | 0.0 | 3.1
CCNC(=O)N1CCCC(C(=O)c2ccc(OC)c(OC)c2)C1 (configuration not stated) | -14.8 | 4.0 | 1.5 | -3.8 | 1.1 | 1.6 | -1.2 | 103.0 | 0.2 | 0.4
Cc1cccc(-n2cnc3cc(C(=O)NCC4CCCO4)ccc32)c1 (configuration not stated) | 0.3 | -8.0 | 8.4 | · | -7.0 | -1.4 | -7.4 | 96.0 | 0.0 | 15.0

Next part (2 carried over from the part before).
SMILES | NOD2 RIPK2 PPI | MC4R antagonist | TLR9-MyD88 block | Vif inh | ABHD5 PLIN5 PPI | MC4R barr agon | Granule exo inh | ABCB6 inh MLPCN | aDG glyco act | N-glyco inh
CCNC(=O)N1CCCC(C(=O)c2ccc(OC)c(OC)c2)C1 (configuration not stated) | -14.8 | 4.0 | 1.5 | -3.8 | 1.1 | 1.6 | -1.2 | 103.0 | 0.2 | 0.4
Cc1cccc(-n2cnc3cc(C(=O)NCC4CCCO4)ccc32)c1 (configuration not stated) | 0.3 | -8.0 | 8.4 | · | -7.0 | -1.4 | -7.4 | 96.0 | 0.0 | 15.0
Cc1ccc(NC(=O)CCC(=O)NNC(=O)COc2ccccc2)c(C)c1 | -9.1 | 1.2 | 4.6 | -3.2 | -4.9 | -1.9 | 2.8 | 98.0 | -0.2 | 3.6
Cc1nc2c(c(C)nn2-c2ccccc2)c(C)c1C | -5.0 | -3.0 | 5.4 | -3.0 | 1.3 | 0.8 | -14.4 | 97.0 | -0.1 | 1.0
Cc1ccc(NC(=O)CNC(=O)c2ccc(Br)o2)nc1 | 0.0 | -2.9 | 3.1 | -1.7 | -2.7 | 1.3 | -2.1 | 96.0 | 0.1 | -0.2
Cc1ccc(CNC(=O)CSc2nc(=O)n3cccc(C)c3n2)cc1 | 4.1 | 10.1 | -2.0 | 2.7 | -8.9 | -0.9 | 2.3 | 100.0 | 0.1 | 3.1
NC(=O)c1ccccc1OCC(=O)c1ccc(Cl)cc1 | 0.1 | 4.7 | 11.6 | 4.4 | 6.6 | -1.3 | -1.8 | 95.0 | 0.4 | 1.8
CCOC(=O)C1CCN(c2nc(C)cc(C)c2C#N)CC1 | -6.7 | 0.1 | 15.8 | 2.7 | -1.5 | -2.0 | -0.4 | 99.0 | -0.1 | -0.1
CCOC(=O)C1=C(COC(=O)CSc2ccc(Br)cc2)NC(=O)NC1C (configuration not stated) | -12.1 | -2.5 | -5.9 | -0.8 | -15.2 | 1.6 | 0.1 | 99.0 | -0.1 | 2.1
CCCn1c(NCc2cccc(OC)c2O)nc2ccccc21 | 3.6 | 3.1 | -2.8 | 0.1 | 5.5 | -0.2 | 0.2 | 89.0 | 0.4 | 1.3
CCc1c(C(=O)N/N=C/c2cccs2)nnn1-c1nonc1N | -7.3 | 10.1 | -2.3 | -4.4 | -1.6 | 1.0 | -4.4 | 101.0 | 0.0 | 5.0
CCNc1nc(NCC)n2c(SCC(=O)Nc3ccc(C)c(C)c3)nnc2n1 | 4.1 | -0.7 | -3.5 | 0.9 | 1.9 | -1.3 | -2.8 | 99.0 | 1.4 | 2.8
COc1ccc(NC(=O)[C@@H]2CCCN2S(=O)(=O)c2cccc3cccnc23)cc1 | 1.9 | -10.9 | 11.6 | 15.6 | 1.8 | 0.6 | 2.8 | 106.0 | -0.2 | 1.3
Cn1c(=O)c2c(nc(CN3CCc4ccccc4C3)n2Cc2ccc(Cl)cc2)n(C)c1=O | -5.8 | 11.1 | 2.5 | -0.4 | 0.9 | 0.4 | -6.8 | 88.0 | 0.0 | 0.2
O=C(CS(=O)(=O)c1ccccc1)N1CCCCCC1 | -7.5 | 8.3 | -11.6 | 4.2 | 0.8 | 0.0 | -0.1 | 98.0 | -0.1 | 0.5
CC(=O)Nc1cc(-c2ccc(C(=O)N3CCOCC3)cc2)cn2c(-c3ccccc3)cnc12 | 6.1 | 7.2 | · | 6.2 | 13.1 | 25.5* | 15.6 | 101.0 | 0.0 | -1.0
COc1cnc(-c2ccccn2)nc1N(C)C | 2.2 | -3.8 | 1.6 | 14.0 | 1.6 | -3.0 | 0.9 | 95.0 | 1.8 | -9.9
COC(=O)C(NC=O)C(O)(Cc1ccccc1)C(F)(F)F (configuration not stated) | -8.8 | 2.3 | -8.6 | · | -2.7 | -0.9 | -2.3 | 87.0 | 0.0 | 2.4
Cc1ccc(-c2nn[nH]n2)cc1 | -4.1 | -5.3 | -0.5 | -1.5 | -6.0 | -1.9 | -0.8 | 102.0 | -0.3 | 1.1
Cc1ccc(NC(=O)c2ccc(Br)o2)c([N+](=O)[O-])c1 | -2.9 | 8.2 | -6.3 | 15.3 | 3.9 | -1.2 | -4.8 | 91.0 | 0.1 | 0.2
COc1cccc(C(C(=O)NC2CCCCC2)N(C(=O)c2ccco2)c2ccccc2OC)c1 (configuration not stated) | 7.4 | 8.0 | -0.6 | 9.6 | -5.8 | -1.7 | 89.1* | 95.0 | 0.0 | -0.8
CCOC(=O)C1CCN(C(=O)COc2cccc(C)c2)CC1 | -0.7 | 13.2 | -0.5 | -1.6 | -6.5 | 3.9 | -0.4 | 102.0 | -0.4 | 0.5
O=C(Nc1ccc(C(=O)O)cc1)/C(=C\c1ccco1)NC(=O)c1ccc(Br)cc1 | -12.2 | -2.9 | -0.7 | 3.2 | 4.7 | 0.9 | -7.5 | 97.0 | -0.3 | 1.4
CCNS(=O)(=O)c1c(C)cc(C)c(N(C)S(=O)(=O)c2ccccc2)c1C | -1.2 | -0.1 | 17.4 | 2.2 | -7.1 | -0.4 | 1.1 | 100.0 | -0.1 | -0.2
COc1ccc(N2Cc3ccccc3C2=NC(=O)c2cncc(Br)c2)cc1 | -0.5 | 3.0 | -1.3 | 6.9 | -3.2 | -1.3 | -6.6 | 96.0 | -0.3 | 0.0
CCc1ccc(NC(=O)COc2ccc(/C=C(/C#N)c3nc4ccccc4[nH]3)cc2OC)cc1 | -0.9 | 0.7 | 2.8 | 1.7 | 5.7 | 69.4* | -2.0 | 98.0 | 0.0 | -3.9
S=C(NCc1ccccc1)N1CCN(c2cccc(Cl)c2)CC1 | -11.0 | -3.2 | 8.0 | -1.3 | -2.8 | 0.3 | 0.1 | 91.0 | 1.2 | -3.1
COc1ccc(CNC(=O)N2CCc3nc(Nc4cc(OC)c(OC)c(OC)c4)ncc3C2)cc1 | -4.1 | -1.4 | · | -3.8 | 4.4 | -1.7 | 5.4 | 99.0 | -0.2 | -1.3
COCCC(=O)N1CCC(Oc2ccc(C(=O)NCCn3cccn3)cc2)CC1 | 2.0 | 4.2 | 3.8 | 2.4 | 1.7 | 5.4 | -5.1 | 97.0 | 0.0 | -1.0
CC1CC(C)CN(CCCNC(=O)c2ccc3c(c2)NC(=O)CS3)C1 (configuration not stated) | 1.0 | -2.9 | -1.6 | -7.2 | 0.9 | -0.5 | 1.7 | 103.0 | -0.2 | 2.4
Cc1sc2ncnc(N3CCC(C(=O)Nc4ccccc4C(C)(C)C)CC3)c2c1C | 0.7 | 20.4 | -9.5 | -2.9 | 3.8 | -1.6 | 5.1 | 100.0 | 0.6 | -10.5
CCCCCCn1cc(CN2CC(N3CCN(C4CCN(C)CC4)CC3)CS2(=O)=O)nn1 (configuration not stated) | 2.3 | · | · | · | 3.3 | · | -1.1 | 97.0 | -0.1 | ·
CCCCOc1ccc2c(c1)/C(=C(\C(Cl)=C(Cl)Cl)[N+](=O)[O-])N2 | 7.8 | -0.4 | 6.8 | 26.4 | -4.8 | -1.4 | -3.0 | 283.0 | 0.2 | 1.7
COC(=O)c1c(NC(=O)CSc2ccccc2N)sc(C)c1C | -4.7 | -7.5 | 4.6 | -3.4 | -2.8 | -0.1 | -0.7 | 94.0 | 1.3 | 1.6
O=C(O)CN(C1CCCCC1)S(=O)(=O)c1ccc(F)cc1 | 1.2 | 17.0 | 3.3 | -1.1 | 4.9 | 1.5 | 8.3 | 93.0 | 0.8 | 1.2
Cc1nn(CCC(=O)NNC(=S)Nc2ccc([N+](=O)[O-])cc2)c(C)c1[N+](=O)[O-] | -0.4 | 0.4 | -5.4 | 0.5 | -3.7 | -5.8 | 0.3 | 95.0 | -0.2 | -1.3

Not all compounds are listed (hit frequency here may not be typical).
